Screening results from PubChem BioAssay.
INS-1E rescue: protection of INS-1E cells from cytokine death, primary screen, ATP luminescence, single point | INS-1E cytokine-induced death, 48 h; normalised: neutral wells 0, positive control 100 | protection from cytokine-induced ATP loss, % at 10 µM | 20,000 compounds, 0.1% hits | AID 488910, 2010;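 active = mean replicate protection from cytokine-induced ATP loss at least 50% and at least 75% of replicates each reaching 50%; inconclusive = meets only one of the two criteria, mean or replicate share; inactive = fails both the mean and replicate share criteria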
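Assay system – rat INS-1E insulinoma cell line · Quantity – 8000 cells per well · Buffer or medium – RPMI without phenol red, 5% FBS · Schedule – 48 h co-treatment, 10 min post-lysis read · Technique – luminescent ATP assay (CellTiter-Glo)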
T cruzi HTS: inhibitors of intracellular Trypanosoma cruzi, primary screen, cell-based, plate reader, single point, set 2. intracellular Trypanosoma cruzi in host cells. 22,000 compounds, 4.9% hits. activity score (inhibition), % at 5.01 µM. AID 651903, 2012; in the data active = activity score above about 55%; inconclusive = no clear call, values can overlap the other calls;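 note: parasites and compound incubated about four days before reading; 0% = median of neutral control wells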
Numbers without * were called inactive; ? = inconclusive; nt = no result given.

SMILES	INS-1E rescue	T cruzi HTS
Cc1noc(C)c1NC(=O)N(C)C[C@@H]1Oc2ccc(NC(=O)Cc3cn(C)c4ccccc34)cc2CC(=O)N([C@H](C)CO)C[C@@H]1C	9.1	-9.6
COc1ccc(S(=O)(=O)Nc2ccc3c(c2)CC(=O)N([C@@H](C)CO)C[C@H](C)[C@H](CN(C)S(=O)(=O)c2ccc(Cl)cc2)O3)cc1	-1.3	20.3
CC(C)NC(=O)Nc1ccc2c(c1)C(=O)N([C@H](C)CO)C[C@H](C)[C@H](CN(C)C(=O)Nc1ccccc1)O2	0.4	-9.8
Cc1ccc(S(=O)(=O)Nc2ccc3c(c2)C(=O)N([C@H](C)CO)C[C@H](C)[C@@H](CN(C)S(=O)(=O)c2ccccc2)OCCCC[C@@H](C)O3)cc1	-11.4	22.6
COc1ccc(NC(=O)Nc2ccc3c(c2)CC(=O)N([C@H](C)CO)C[C@@H](C)[C@@H](CN(C)S(=O)(=O)c2ccc(F)cc2)O3)cc1	1.3	47.1
C[C@@H]1CN([C@@H](C)CO)C(=O)c2cc(NS(C)(=O)=O)ccc2O[C@H]1CN(C)C(=O)Nc1ccc(F)cc1	4.3	-14.7
C[C@@H]1CN([C@@H](C)CO)C(=O)Cc2cc(NC(=O)NC3CCCCC3)ccc2O[C@@H]1CN(C)C(=O)Nc1ccc2c(c1)OCO2	4.6	14.4
C[C@@H]1CN([C@@H](C)CO)C(=O)c2cccc(NC(=O)Nc3ccc(F)cc3)c2O[C@H]1CN(C)Cc1ccc(Oc2ccccc2)cc1	-47.2	51.3
CC(C)NC(=O)Nc1ccc2c(c1)C(=O)N([C@H](C)CO)C[C@@H](C)[C@H](CN(C)Cc1ccc(C(=O)O)cc1)O2	-0.7	-33.2
C[C@H](CO)N1C[C@H](C)[C@H](CN(C)S(=O)(=O)c2ccc(F)cc2)Oc2c(NS(=O)(=O)c3cn(C)cn3)cccc2C1=O	6.7	-11.4
C[C@@H]1CN([C@H](C)CO)C(=O)c2cccc(NC(=O)Nc3ccccc3)c2O[C@H]1CN(C)C(=O)Nc1ccccc1	0.9	4.7
Cc1ccc(S(=O)(=O)N(C)C[C@@H]2Oc3c(NS(=O)(=O)c4ccc(Cl)cc4)cccc3C(=O)N([C@H](C)CO)C[C@@H]2C)cc1	-7.8	37.7
COc1ccc(CN(C)C[C@H]2Oc3ccc(NC(=O)Nc4cccc5ccccc45)cc3CC(=O)N([C@H](C)CO)C[C@H]2C)cc1	-7.9	48.8
Cc1noc(C)c1NC(=O)Nc1ccc2c(c1)C(=O)N([C@@H](C)CO)C[C@@H](C)[C@@H](CN(C)Cc1ccncc1)O2	nt	-0.3
C[C@@H]1CCCCO[C@H](CN(C)Cc2ccc3c(c2)OCO3)[C@@H](C)CN([C@H](C)CO)C(=O)c2cc(NS(=O)(=O)c3cccs3)ccc2O1	-0.3	18.1
C[C@@H]1CN([C@@H](C)CO)C(=O)Cc2cc(NS(=O)(=O)c3ccc(F)cc3)ccc2O[C@@H]1CN(C)C(=O)Nc1ccccc1	7.0	-11.1
COc1ccc(NC(=O)N(C)C[C@@H]2Oc3ccc(NS(=O)(=O)c4ccccc4)cc3C(=O)N([C@@H](C)CO)C[C@@H]2C)cc1	0.6	10.6
C[C@@H]1CN([C@H](C)CO)C(=O)Cc2cc(NC(=O)Nc3ccc4c(c3)OCO4)ccc2O[C@H]1CN(C)CC1CC1	3.8	0.6
COc1ccc(NC(=O)N(C)C[C@@H]2Oc3c(NC(=O)C4CCOCC4)cccc3C(=O)N([C@@H](C)CO)C[C@H]2C)cc1	6.0	-10.7
C[C@@H]1CN([C@@H](C)CO)C(=O)c2cc(NC(=O)Cc3cn(C)c4ccccc34)ccc2O[C@H]1CN(C)C	3.9	-32.8
C[C@@H]1CN([C@@H](C)CO)C(=O)c2cc(NC(=O)Cn3cnnn3)ccc2O[C@@H]1CN(C)Cc1ccc2c(c1)OCO2	nt	3.7
Cc1noc(C)c1S(=O)(=O)Nc1ccc2c(c1)C(=O)N([C@@H](C)CO)C[C@H](C)[C@H](CN(C)C(=O)Nc1ccccc1)O2	2.1	19.6
C[C@@H]1CN([C@H](C)CO)C(=O)c2cccc(NS(=O)(=O)c3cn(C)cn3)c2O[C@@H]1CN(C)Cc1ccc(C(=O)O)cc1	1.6	-24.1
C[C@H]1CN([C@@H](C)CO)C(=O)c2cccc(NC(=O)c3ccncc3)c2O[C@H]1CN(C)S(=O)(=O)c1cn(C)cn1	2.5	-12.4
C[C@H]1CN([C@@H](C)CO)C(=O)c2cc(NC(=O)C3CCCCC3)ccc2O[C@H]1CN(C)C	nt	-1.2
C[C@@H]1CCCCO[C@@H](CN(C)C(=O)Nc2cccc3ccccc23)[C@@H](C)CN([C@H](C)CO)C(=O)c2cc(NS(=O)(=O)c3ccc(Cl)cc3)ccc2O1	-12.7	20.7
O=C(NO)c1cccc(C(=O)N/N=C/c2ccc(I)cc2)c1	-13.6	-7.5
C[C@H]1CN([C@@H](C)CO)C(=O)c2cccc(NS(=O)(=O)c3ccccc3)c2O[C@@H]1CN(C)Cc1ccc(Cl)c(Cl)c1	8.3	17.2
O=C(NO)c1cccc(C(=O)N/N=C/c2ccoc2)c1	0.6	-23.0
COc1ccc(CN(C)C[C@H]2Oc3ccc(NC(=O)Cc4ccccc4)cc3C(=O)N([C@H](C)CO)C[C@H]2C)cc1	0.3	-27.4
C[C@H]1CN([C@@H](C)CO)C(=O)c2cc(NC(=O)CCC(F)(F)F)ccc2O[C@H]1CN(C)Cc1ccc(C(=O)O)cc1	1.7	-1.4
C[C@@H]1CN([C@H](C)CO)C(=O)Cc2cc(NC(=O)CCN3CCOCC3)ccc2O[C@@H]1CN(C)S(=O)(=O)c1ccc(F)cc1	7.4	-3.4
C[C@H]1CN([C@@H](C)CO)C(=O)c2cc(NC(=O)CCC(F)(F)F)ccc2O[C@H]1CN(C)Cc1ccc(-c2ccccc2)cc1	-27.0	-5.1
C[C@@H]1CCCCO[C@H](CN(C)C(=O)Nc2ccc3c(c2)OCO3)[C@@H](C)CN([C@H](C)CO)C(=O)c2cc(NC(=O)Nc3ccc(C(F)(F)F)cc3)ccc2O1	-34.7	75.7*
C[C@@H]1CN([C@H](C)CO)C(=O)Cc2cc(NC(=O)Cc3cn(C)c4ccccc34)ccc2O[C@H]1CN(C)S(=O)(=O)c1cn(C)cn1	8.6	-17.5
O=C(NO)c1cccc(C(=O)N/N=C/c2ccc(F)c(Oc3ccccc3)c2)c1	5.7	-37.4
C[C@@H]1CN([C@H](C)CO)C(=O)c2cccc(NC(=O)CCCCCC(=O)Nc3ccccc3N)c2O[C@@H]1CN(C)CC1CCCCC1	6.7	-7.5
C[C@@H]1CN([C@@H](C)CO)C(=O)c2cc(NS(=O)(=O)c3ccccc3)ccc2O[C@H]1CN(C)Cc1ccc(Oc2ccccc2)cc1	nt	35.6
C[C@@H]1CN([C@@H](C)CO)C(=O)c2cc(N(C)C)ccc2O[C@@H]1CN(C)S(=O)(=O)c1ccc(F)cc1	-1.6	12.2
Cc1noc(C)c1NC(=O)Nc1ccc2c(c1)CC(=O)N([C@H](C)CO)C[C@H](C)[C@H](CN(C)Cc1ccc(C(=O)Nc3ccccc3N)cc1)O2	-1.4	40.3
Cc1noc(C)c1NC(=O)Nc1ccc2c(c1)C(=O)N([C@H](C)CO)C[C@@H](C)[C@H](CN(C)CC1CCCCC1)O2	1.6	7.5
COc1ccc(S(=O)(=O)N(C)C[C@@H]2Oc3ccc(NS(=O)(=O)c4cn(C)cn4)cc3C(=O)N([C@H](C)CO)C[C@@H]2C)cc1	-0.8	-0.3
CNC[C@@H]1Oc2ccc(NC(=O)C3CCCCC3)cc2CC(=O)N([C@H](C)CO)C[C@H]1C	8.9	-11.1
C[C@@H]1CN([C@H](C)CO)C(=O)c2cccc(NS(=O)(=O)c3cccs3)c2O[C@H]1CN(C)C(=O)NC1CCCCC1	4.3	-7.9
C[C@H](CO)N1C[C@H](C)[C@@H](CN(C)C(=O)Nc2ccc3c(c2)OCO3)OCc2cn(nn2)CCCC1=O	nt	-18.5
COc1ccc(S(=O)(=O)Nc2cccc3c2O[C@@H](CN(C)Cc2ccc(C(F)(F)F)cc2)[C@@H](C)CN([C@H](C)CO)C3=O)cc1	-16.1	0.3
Cc1ccc(S(=O)(=O)Nc2cccc3c2O[C@@H](CN(C)Cc2ccc4c(c2)OCO4)[C@@H](C)CN([C@H](C)CO)C3=O)cc1	-8.0	-11.5
Cc1noc(C)c1S(=O)(=O)N(C)C[C@H]1Oc2ccc(NC(=O)Nc3ccc(F)cc3)cc2CC(=O)N([C@H](C)CO)C[C@H]1C	3.8	-12.1
COc1ccc(S(=O)(=O)Nc2cccc3c2O[C@H](CN(C)CC2CC2)[C@@H](C)CN([C@@H](C)CO)C3=O)cc1	7.4	-6.6
Cc1cccc(CN(C)C[C@H]2OCc3cnnn3CCCC(=O)N([C@@H](C)CO)C[C@@H]2C)c1	nt	18.6
C[C@@H]1CN([C@@H](C)CO)C(=O)c2cc(NC(=O)Nc3ccccc3)ccc2O[C@@H]1CN(C)C(=O)Nc1ccc(C(F)(F)F)cc1	-24.7	-17.5
C[C@@H]1CCCCO[C@@H](CN(C)Cc2ccccc2)[C@@H](C)CN([C@H](C)CO)C(=O)c2cc(NC(=O)Nc3ccc4c(c3)OCO4)ccc2O1	-5.6	30.5
C[C@@H]1CN([C@H](C)CO)C(=O)c2cccc(NC(=O)c3cnccn3)c2O[C@H]1CN(C)S(=O)(=O)c1cccs1	1.9	-3.0
COc1ccc(S(=O)(=O)Nc2cccc3c2O[C@@H](CN(C)S(=O)(=O)c2ccc(F)cc2)[C@@H](C)CN([C@H](C)CO)C3=O)cc1	4.7	4.8
C[C@@H]1CN([C@H](C)CO)C(=O)Cc2cc(NS(=O)(=O)c3ccc(Cl)cc3)ccc2O[C@@H]1CN(C)C(=O)Nc1ccc(F)cc1	2.8	16.4
C[C@@H]1CN([C@@H](C)CO)C(=O)c2cccc(N(C)C)c2O[C@H]1CN(C)C(=O)Nc1ccc(C(F)(F)F)cc1	2.0	24.6
Cc1ccc(S(=O)(=O)Nc2ccc3c(c2)CC(=O)N([C@H](C)CO)C[C@@H](C)[C@H](CN(C)C(=O)NC2CCCCC2)O3)cc1	4.3	-19.8
O=C(CCCCCCC(=O)Nc1ccccc1O)N/N=C/c1cccnc1Cl	11.2	-5.9
C[C@@H]1CN([C@H](C)CO)C(=O)c2cc(NC(=O)CCC(F)(F)F)ccc2O[C@@H]1CN(C)Cc1ccc2c(c1)OCO2	5.7	-16.9
COc1ccc(S(=O)(=O)Nc2ccc3c(c2)CC(=O)N([C@H](C)CO)C[C@@H](C)[C@H](CN(C)Cc2ccc(C(F)(F)F)cc2)O3)cc1	-6.1	?

The listing continues.
SMILES	INS-1E rescue	T cruzi HTS
C[C@@H]1CN([C@H](C)CO)C(=O)c2cc(NS(=O)(=O)c3cccs3)ccc2O[C@H]1CN(C)Cc1ccccc1	2.2	13.9
C[C@@H]1CN([C@@H](C)CO)C(=O)c2cc(NC(=O)Cn3cnnn3)ccc2O[C@H]1CN(C)S(=O)(=O)c1cccs1	-3.9	9.6
C[C@H](CO)N1C[C@H](C)[C@H](CN(C)Cc2ccc(-c3ccccc3)cc2)Oc2ccc(NS(=O)(=O)c3ccc(Cl)cc3)cc2C1=O	-3.3	56.3*
CC(C)NC(=O)Nc1ccc2c(c1)C(=O)N([C@@H](C)CO)C[C@H](C)[C@@H](CN(C)Cc1ccc(-c3ccccc3)cc1)O2	-2.8	14.6
C[C@H](CO)N1C[C@H](C)[C@H](CN(C)Cc2ccc(C(=O)O)cc2)Oc2ccc(NC(=O)Cc3ccccc3)cc2C1=O	0.6	-12.7
COc1ccc(S(=O)(=O)N(C)C[C@H]2Oc3ccc(NS(=O)(=O)c4ccccc4)cc3C(=O)N([C@@H](C)CO)C[C@H]2C)cc1	nt	13.4
CNC[C@@H]1Oc2c(NC(=O)c3cnccn3)cccc2C(=O)N([C@H](C)CO)C[C@@H]1C	0.6	-21.5
Cc1cc(C(=O)Nc2cccc3c2O[C@H](CN(C)Cc2ccc(Oc4ccccc4)cc2)[C@H](C)CN([C@H](C)CO)C3=O)n(C)n1	-30.6	-12.0
COc1ccc(S(=O)(=O)N(C)C[C@H]2Oc3ccc(NC(=O)Nc4c(C)noc4C)cc3CC(=O)N([C@H](C)CO)C[C@H]2C)cc1	7.5	-10.6
O=C(N/N=C/c1ccc(Br)cc1)c1ccccc1O	-7.3	-23.5
COc1ccc(NC(=O)Nc2cccc3c2O[C@@H](CN(C)Cc2ccc(C(=O)Nc4ccccc4N)cc2)[C@H](C)CN([C@H](C)CO)C3=O)cc1	0.0	66.8*

Quoted at random: six records from the list.
SMILES	INS-1E rescue	T cruzi HTS
Cc1cc(C(=O)Nc2cccc3c2O[C@H](CN(C)Cc2ccc(Oc4ccccc4)cc2)[C@H](C)CN([C@H](C)CO)C3=O)n(C)n1	-30.6	-12.0
CC(C)NC(=O)Nc1ccc2c(c1)C(=O)N([C@@H](C)CO)C[C@H](C)[C@@H](CN(C)Cc1ccc(-c3ccccc3)cc1)O2	-2.8	14.6
C[C@@H]1CN([C@@H](C)CO)C(=O)c2cc(NC(=O)Cn3cnnn3)ccc2O[C@H]1CN(C)S(=O)(=O)c1cccs1	-3.9	9.6
CNC[C@@H]1Oc2c(NC(=O)c3cnccn3)cccc2C(=O)N([C@H](C)CO)C[C@@H]1C	0.6	-21.5
O=C(N/N=C/c1ccc(Br)cc1)c1ccccc1O	-7.3	-23.5
COc1ccc(S(=O)(=O)N(C)C[C@H]2Oc3ccc(NC(=O)Nc4c(C)noc4C)cc3CC(=O)N([C@H](C)CO)C[C@H]2C)cc1	7.5	-10.6

A portion of the library; rates above refer to the full screens.
